Source: PubChem BioAssay (Sanford-Burnham Center for Chemical Genomics)
tim23-1 inh = growth inhibitors of tim23-1 mutant yeast, primary screen, luminescence, uHTS; S. cerevisiae tim23-1 growth, BacTiter-Glo luminescence, 24 h; AID 463212, 2010; inhibition, % at 20 µM; hit rate 1.3% among 330,000;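 active = growth inhibition of the mutant yeast at or above 50%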;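 note: temperature-sensitive mutant grown at 25 °C; plate controls were DMSO-treated mutant yeast for no effect and medium wells lacking yeast for full effect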
UPR XBP1 act = activators of adaptive XBP1 UPR arm, primary screen, cell-based, CHO-XBP1 luciferase reporter, luminescence, uHTS; IRE1-XBP1 UPR activation; percent of tunicamycin response, DMSO as zero; activation, % at 20 µM; hit rate 0.33% among 330,000; AID 463104, 2010;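 active = versus positive control, 20 µM dose yields 30% or more activation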;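 note: 100% = tunicamycin at 10 µg/mL and 0% = DMSO only wells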
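Material: CHO-XBP1 cells stably carrying IRE1-XBP1-driven luciferase reporter / Amount: 1000 cells per well / Compound: 20 µM, 1% DMSO / Times: 6 h treatment, 37 °C / Detection: luciferase luminescence / Measure: % activation of reporter signal versus tunicamycin and DMSO controls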
UPR CHOP act = activators of apoptotic CHOP UPR arm, primary screen, cell-based, CHO-CHOP luciferase reporter, luminescence, uHTS; activation, % at 10 µM; hit rate 0.34% among 330,000; UPR activation; percent of tunicamycin response over DMSO baseline;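 active = at 10 µM dose, activation of 40% or more, normalized to positive control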;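 note: 100% = tunicamycin at 10 µg/mL and 0% = DMSO alone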
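System: CHO-CHOP luciferase reporter cell line | Buffer or medium: F12 medium containing 10% fetal bovine serum | Doses: One dose, 10 µM in 0.5% DMSO | Times: 6 h compound exposure at 37 °C after overnight seeding | Signal: Luciferase luminescence | Read-out: % activation vs tunicamycin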
Mdm2-MdmX inh = inhibitors of human Mdm2-MdmX association, primary screen, cell-based, luminescence, split luciferase, SaOS-2, uHTS; inhibition, % at 8 µM; SaOS-2 split-luciferase Mdm2/MdmX complementation; hit rate 3% among 330,000; Protein Mdm4 (Homo sapiens) + E3 ubiquitin-protein ligase Mdm2 (Homo sapiens), …;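 active = inhibition of at least 50% at 8 µM in the primary screen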
Target sequence (O15151 whole entry, looked up): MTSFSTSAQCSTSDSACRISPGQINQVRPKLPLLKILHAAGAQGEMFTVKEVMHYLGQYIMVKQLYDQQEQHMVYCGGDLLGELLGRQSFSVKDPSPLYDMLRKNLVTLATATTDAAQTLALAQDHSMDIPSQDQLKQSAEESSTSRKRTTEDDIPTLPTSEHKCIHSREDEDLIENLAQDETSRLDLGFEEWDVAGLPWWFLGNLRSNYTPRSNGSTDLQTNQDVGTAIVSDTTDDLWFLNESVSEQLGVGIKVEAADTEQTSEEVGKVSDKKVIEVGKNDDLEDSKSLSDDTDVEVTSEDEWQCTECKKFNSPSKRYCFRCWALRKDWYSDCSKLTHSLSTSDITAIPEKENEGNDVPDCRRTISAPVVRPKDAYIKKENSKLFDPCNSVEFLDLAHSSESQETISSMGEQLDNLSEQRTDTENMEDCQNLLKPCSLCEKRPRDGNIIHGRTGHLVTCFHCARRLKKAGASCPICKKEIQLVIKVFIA
Target sequence (Q00987 whole entry, looked up): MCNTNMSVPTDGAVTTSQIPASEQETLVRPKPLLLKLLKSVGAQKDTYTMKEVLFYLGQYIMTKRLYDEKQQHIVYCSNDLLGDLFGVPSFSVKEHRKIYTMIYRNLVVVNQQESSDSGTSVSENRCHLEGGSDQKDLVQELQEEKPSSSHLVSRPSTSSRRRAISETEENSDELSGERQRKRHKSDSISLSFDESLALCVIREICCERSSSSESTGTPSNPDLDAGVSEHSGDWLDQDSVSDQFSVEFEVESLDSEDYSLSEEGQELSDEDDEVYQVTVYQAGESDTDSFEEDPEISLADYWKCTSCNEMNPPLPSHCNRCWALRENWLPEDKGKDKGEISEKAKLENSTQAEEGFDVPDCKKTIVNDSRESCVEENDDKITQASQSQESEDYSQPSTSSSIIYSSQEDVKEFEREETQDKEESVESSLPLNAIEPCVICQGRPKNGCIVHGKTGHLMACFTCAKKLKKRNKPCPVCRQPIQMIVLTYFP
TIM10 inh = growth inhibitors of isogenic TIM10 control yeast, primary screen, counter-screen for tim10-1 yeast inhibitor project, luminescence, uHTS; S. cerevisiae TIM10 strain growth, BacTiter-Glo luminescence, 24 h; inhibition, % at 10 µM; hit rate 1.4% among 330,000; AID 463195, 2010;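 active = inhibition of 40% or more at the single tested concentration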;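 note: wild-type TIM10 isogenic control strain grown at permissive 25 °C; 0% = DMSO yeast wells and 100% = minimal medium wells without yeast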
APJ agonist = agonists of human apelin receptor APJ, primary screen, CHO-K1 cells, PathHunter beta-arrestin, luminescence; 0% DMSO wells, 100% apelin; activation, % at 20 µM; hit rate 0.11% among 330,000;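 active = activation more than six SD over the plate average, tested at 20 µM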;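 note: 0% = DMSO alone and 100% = apelin-13 at 10 nM; some results filed as inactive read as strong as hits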
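Assay system: engineered CHO-K1 APJ arrestin reporter cells; Amount: 1000 CHO-K1 reporter cells seeded per well; Dosing: one dose, 20 µM compound, 1% DMSO; Times: compound stimulation 90 min at 25 °C, detection 60 min; Measured by: luminescent beta-gal fragment complementation, chemiluminescent substrate; Read-out: APJ–arrestin association signal; Controls: DMSO vs Apelin-13 10 nM.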
NALP3 yeast inh = NALP3 inflammasome inhibitors in reconstituted yeast, primary screen, luminescence, uHTS; hit rate 0.39% among 330,000; AID 2825, 2010; Yeast reconstituted NLRP3/ASC/caspase-1, beta-gal luminescence, 24 h; inhibition, % at 10 µM;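 active = inhibition of 50% or more; inactive = inhibition below 50%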;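 note: plate controls were induced DMSO wells for no effect and uninduced yeast grown without galactose for full effect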
tim10-1 inh = growth inhibitors of tim10-1 mutant yeast, primary screen, luminescence, uHTS; S. cerevisiae tim10-1 ts strain growth, BacTiter-Glo, 24 h; inhibition, % at 20 µM; hit rate 2.2% among 330,000; AID 463190, 2010;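 active = inhibition of at least 40%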;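 note: mutant grown at 25 °C; 0% = DMSO wells with yeast and 100% = wells holding no yeast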
NR3A LBD binder = binders of NR3A ligand-binding domain, primary screen, biophysical, differential scanning fluorimetry, uHTS; hit rate 2.5% among 340,000; Glutamate receptor ionotropic, NMDA 3A (GRIN3A) ligand-binding domain; Tm shift relative to glycine control, % at 25 µM; NR3A LBD differential scanning fluorimetry, Tm shift; 0% = protein alone, 100% = glycine-bound protein; AID 1259313, 2017;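 active = melting temperature shift of at least 10% of the positive control shift, at one fixed dose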
* hit, by the source's call; x = no result given. Compounds were not picked by outcome; 8.2% or so of the library scored in one or more.

Below each SMILES: APJ agonist	UPR XBP1 act	NALP3 yeast inh	tim10-1 inh	Mdm2-MdmX inh	tim23-1 inh	UPR CHOP act	NR3A LBD binder	TIM10 inh
- O=C(NCCc1c[nH]c2ccccc12)C(=O)NCC1OCCCN1S(=O)(=O)c1cccs1 (stereo not drawn)
  -4	4	6	12	4	-2	0.3	-1	9
- COc1ccc(OC)c(NC(=O)Cn2c(CCC(=O)O)ccc2-c2ccccc2)c1
  -4	2	7	7	8	14	-0.2	-3	7
- CCOC(=O)c1c(NC(C)=O)sc2c(O)c(Br)ccc12
  -5	5	40	33	10	20	1.9	-1	7
- CCCCN1CC2=C(C1=O)C(c1ccc(O)cc1)NC(=O)N2C (stereo not drawn)
  -5	-2	-7	6	-8	4	1.1	-1	-9
- Cc1cccc(CS(=O)(=O)Cc2ccc(C(=O)NC(C)c3ccccc3)o2)c1 (stereo not drawn)
  -4	-1	0	16	1	-4	1.1	-2	0
- CC12CC(NC(=O)N1c1cccc(C(=O)NCc3ccccc3)c1)c1ccccc1O2 (stereo not drawn)
  0	0	6	7	16	12	-0.4	x	11
- N#CCc1nc(CSc2nc3ccccc3s2)cs1
  -2	2	25	32	-15	28	5.2	-8	33
- Cc1cccc(C(=O)OCc2cc(=O)oc3c(C)c(C)ccc23)c1O
  24*	34*	-5	6	-30	3	43*	2	9
- Cc1ccc(S(=O)(=O)CCN2CCN(c3ccccn3)CC2)cc1
  1	-2	16	6	-14	0	-0.5	5	4
- c1ccc2c(c1)ncn2CCC1CCCCC1
  -4	1	22	34	12	53*	2.0	-1	42*
- Cc1cc(=O)[nH]c(Nc2cccc(Br)c2)n1
  -1	-4	0	2	41	2	-0.2	3	-2
- COc1ccc(CC(=O)NC(C)c2ccc3ccccc3c2)cc1 (stereo not drawn)
  2	-5	19	12	-21	24	-0.3	0	-5
- CCN1C(=O)[C@H]2[C@@H](c3ccc(-c4cc(C(C)=O)cs4)cc3)N3CCC[C@@]3(C(=O)OC)[C@H]2C1=O
  2	1	15	16	12	21	0.0	0	11
- Cc1ccc(NC(=O)Cn2sc3nc(C)cc(C)c3c2=O)c(Cl)c1
  0	-4	18	86*	6	15	1.6	4	81*
- COc1ccccc1NC(=O)NCCc1c[nH]c2ccccc12
  -2	2	4	-15	17	16	3.4	-4	-9
- O=C(C[n+]1cccc(CNC(=O)c2ccc(OC(F)F)cc2)c1)Nc1ccc(F)cc1
  -1	0	15	-9	7	-1	0.1	-3	-5
- COC(=O)NCc1cc2cc(Cl)ccc2[nH]1
  -3	-2	3	16	-4	11	-1.0	-3	-5
- C/C(CC(=O)Nc1ccc(C)c(Cl)c1)=N\NC(=O)Cc1ccccc1
  -2	0	4	3	-5	25	-0.3	-1	-3
- COc1ccc(Cn2c(-c3ccc(OC)cc3)nc3c(c(=O)c4ccccc4n3C)c2=O)cc1
  -3	3	47	-5	-5	16	2.3	x	19
- O=C(COc1ccc(Cc2ccccc2)cc1)c1ccc(F)cc1
  1	4	22	21	-18	10	3.6	2	24
- COc1cc(C)nc(NS(=O)(=O)c2ccccc2)n1
  1	0	5	-16	14	-13	2.2	-7	-11
- CCC(C)NC(=O)CN(c1ccc(OC)cc1)S(=O)(=O)c1ccc(NC(C)=O)cc1 (stereo not drawn)
  -2	-2	9	9	-3	2	1.8	-4	1
- COc1cc(/C=N/NC(=O)/C(=C\c2ccc([N+](=O)[O-])cc2)NC(=O)c2ccccc2)cc(OC)c1O
  0	0	-10	16	14	-4	-1.6	-2	16
- Cc1cccc(NS(=O)(=O)c2c(C)[nH]c(C)c2C(=O)N2CCCC2)c1
  -5	-5	14	-7	7	0	0.5	0	8
- O=c1c2ccccc2nnn1CSc1ccc2c(c1)OCCO2
  1	1	27	42*	-99	40	1.6	0	21
- O=C(Nc1cccc(C(F)(F)F)c1)c1cc(-c2ccc(F)cc2)on1
  0	4	8	16	2	13	3.0	-9	2
- CN(Cc1nc(Cc2ccccc2F)no1)CC1(N2CCOCC2)CCCCC1
  -3	-2	12	-3	-27	18	1.5	-2	4
- CCOc1ccc(NC(=O)c2nccnc2CO)cc1
  -2	2	19	1	-28	4	2.9	0	2
- O=C(NCCCN1CCN(Cc2ccccc2)CC1)C1CCN(S(=O)(=O)N2CCCC2)CC1
  -1	0	5	-3	-3	4	-1.3	1	-5
- CCCN1C(=O)c2cc(C(=O)NCc3ccc(OC)cc3)ccc2C1O (stereo not drawn)
  -1	-1	10	9	19	10	0.8	-3	8

Exported comma-delimited: four of the compounds above
Compound,APJ agonist,UPR XBP1 act,NALP3 yeast inh,tim10-1 inh,Mdm2-MdmX inh,tim23-1 inh,UPR CHOP act,NR3A LBD binder,TIM10 inh
O=C(COc1ccc(Cc2ccccc2)cc1)c1ccc(F)cc1,1,4,22,21,-18,10,3.6,2,24
COc1cc(C)nc(NS(=O)(=O)c2ccccc2)n1,1,0,5,-16,14,-13,2.2,-7,-11
CCC(C)NC(=O)CN(c1ccc(OC)cc1)S(=O)(=O)c1ccc(NC(C)=O)cc1 (stereo not drawn),-2,-2,9,9,-3,2,1.8,-4,1
COc1cc(/C=N/NC(=O)/C(=C\c2ccc([N+](=O)[O-])cc2)NC(=O)c2ccccc2)cc(OC)c1O,0,0,-10,16,14,-4,-1.6,-2,16

(cont.)
Below each SMILES: APJ agonist	UPR XBP1 act	NALP3 yeast inh	tim10-1 inh	Mdm2-MdmX inh	tim23-1 inh	UPR CHOP act	NR3A LBD binder	TIM10 inh
- CC(=O)NS(=O)(=O)c1ccc2c(c1)C(=O)c1cc(S(=O)(=O)NC(C)=O)ccc1-2
  -3	0	22	13	2	6	3.6	1	7
- O=C(/C=C/c1ccc(Cl)cc1Cl)n1cccn1
  5	-1	-12	56*	23	66*	1.9	1	53*
- CC(C)OC(=O)c1ccc(NC(=O)c2cncc(Br)c2)cc1
  2	2	23	34	1	15	-0.2	-3	4
- Nc1[nH]nc2ncc3cc4ccccc4nc3c12
  -4	2	9	21	46	5	-0.2	-3	40
- CCOC(=O)c1ccc(-c2csc(NC(=O)CN3CCC(C)CC3)n2)cc1
  -3	5	19	2	21	2	1.8	-4	-5
- CC(=O)c1ccc(N(C(=O)Cc2c[nH]c3ccccc23)C(C(=O)NC2CCCCC2)c2cccs2)cc1 (stereo not drawn)
  -3	0	-1	-2	10	26	0.0	-7	16
- O=C(C(Cl)Cl)N1CCN(c2ccccn2)CC1
  -3	1	-3	18	21	7	1.7	0	11
- COc1ccc(C(=O)Nc2c(Cl)cc(Cl)cc2C(=O)N2CCC(C)CC2)cc1
  -3	-3	-4	35	9	30	0.3	3	15
- Cc1csc(NC(=O)c2ccoc2C)n1
  -4	3	7	13	-20	12	4.2	2	10
- COc1cccc(-n2c(=O)c3c(C)c(C(=O)N(C)C)sc3n(CC(=O)NCC3CCCO3)c2=O)c1 (stereo not drawn)
  -2	-1	12	-1	11	12	0.4	0	-15
- COc1cccc(C2=NOC(C(=O)NCc3ccc(F)cc3)C2)c1 (stereo not drawn)
  -3	-1	17	6	22	11	-0.6	2	5
- C/C(=N\NC(=O)c1cccnc1)c1ccc(OC2OCCOC2Oc2ccc(/C(C)=N/NC(=O)c3cccnc3)cc2)cc1 (stereo not drawn)
  1	1	9	-4	13	12	-0.2	-2	-5
- O=C1CS/C(=N\c2ccccn2)N1C1CCCCC1
  -5	-4	3	7	15	3	-2.0	-2	-27
- CCc1c(C)nc(SCC(=O)NNC(=O)c2ccco2)[nH]c1=O
  8	-2	10	16	16	10	2.6	5	-1
- CC(C)NC(=O)c1ccc(CN2CCC(Cc3ccccc3)CC2)cc1
  -2	-5	20	-2	9	-9	0.7	0	7
- CCOCCCNC(=O)c1cc2c(=O)[nH]c3ccccc3c2s1
  -3	5	-1	7	11	3	4.9	-1	-10
- CN1C2CCC1/C(=C\c1ccccc1F)C(=O)/C2=C/c1ccccc1F
  -5	5	45	21	59*	29	0.9	0	39
- COc1ccc(-c2sc3ccccc3c2C#CCCO)cc1
  6	2	25	22	17	-5	-1.0	-7	-5
- O=c1[nH]cnc2c1ncn2[C@@H]1O[C@H](COS(=O)(=O)O)[C@@H](O)[C@H]1O
  -2	0	1	-11	-2	9	-0.8	-1	-3
- COc1ccc(OC)c(NC(=S)N(CCc2c(C)[nH]c3ccc(C)cc23)Cc2cccs2)c1
  -2	-4	4	14	29	13	0.7	3	17
- O=C(CCSCCc1ccccn1)Nc1nccs1
  -3	-2	-12	7	-8	-3	0.1	2	-1
- Cc1cccc2c(=O)cc(C)n(CC(=O)N3CCCCC3)c12
  1	-4	0	10	-23	4	2.8	0	16
- COc1ccc(CN(C)CC(=O)Nc2cccc3ccccc23)cc1F
  -4	3	13	9	2	26	4.2	0	-1
- Cc1c(Cc2ccccc2)c(=O)oc2c(CN(C)C)c(O)c(Cl)cc12
  -2	1	7	7	20	-8	-0.3	-1	-5
